High-throughput results from PubChem.
mIAP block = blocks mouse intestinal alkaline phosphatase; inhibition, % at 10 µM; purified mouse IAP, CDP-Star luminescence, 30 min; 330,000 tested, 0.2% active;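 active = inhibition of at least 40% at 10 µM in the primary screen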;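 note: plate controls were DMSO with enzyme for no effect and no enzyme wells for full effect; values of inactives mirror those of a sister screen read the other way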
mIAP activ = mouse IAP activation. 330,000 tested, 0.24% active. AID 2805. muIAP, CDP-Star luminescence, 30 min; hits give high values; 1 = vehicle-only enzyme signal, 0 = enzyme-free wells. activation factor at 10 µM;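 active = activation factor of at least 2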; note: the source names both 10 and 20 µM as test concentration; values of inactives mirror those of a sister screen read the other way
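Assay system: mouse IAP enzyme; reagent: chemiluminescent substrate CDP-Star; dosing: test compounds delivered from DMSO solution; schedule: 30 min at room temperature; measured by: luminescence from enzymatic CDP-Star hydrolysis; controls: DMSO-only wells and no-enzyme negative control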
hIAP block = blocks human intestinal alkaline phosphatase; P09923; purified IAP, CDP-Star luminescence, 30 min; inhibition, % at 10 µM; 330,000 tested, 0.12% active; AID 2544;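 active = inhibition reaching a set limit with compound at 10 µM in the primary screen, cut at about 35% in these data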;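 note: plate controls were DMSO wells with enzyme for no effect and no-enzyme buffer wells for full effect; values of inactives mirror those of a sister screen read the other way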
NLRP3 yeast inh = NALP3 inhibition in yeast; inhibition, % at 10 µM; Yeast reconstituted NLRP3/ASC/caspase-1, beta-gal luminescence, 24 h; 330,000 tested, 0.39% active; AID 2825;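 active = inhibition of 50% or more; inactive = inhibition below 50%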;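 note: plate controls were induced DMSO wells for no effect and uninduced yeast grown without galactose for full effect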
TIM10 inh = inhibits growth of TIM10 yeast strain | inhibition, % at 10 µM | S. cerevisiae TIM10 strain growth, BacTiter-Glo luminescence, 24 h | 330,000 tested, 1.4% active;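 active = inhibition of 40% or more at the single tested concentration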;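 note: wild-type TIM10 isogenic control strain grown at permissive 25 °C; 0% = DMSO yeast wells and 100% = minimal medium wells without yeast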
hIAP act = human IAP activation; purified human IAP, CDP-Star luminescence, 30 min; hits give high values; 1 = vehicle-only enzyme, 0 = enzyme-free background; activation factor at 10 µM; 330,000 tested, 0.16% active; AID 2524;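 active = activation factor of the enzyme at least 2-fold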; note: the source names both 10 and 20 µM as test concentration; values of inactives mirror those of a sister screen read the other way
ATG4B inh = ATG4B (human) cysteine protease inhibition; Q9Y4P1; ATG4B cleavage of LC3-PLA2, NBD-HPC fluorescence, 1 h; inhibition, % at 8.33 µM; 340,000 tested, 0.51% active; in the data active = inhibition above about 40%
Apaf1 inhib = inhibitors of human Apaf-1 apoptosome. O14727. reconstituted apoptosome caspase-3 activity, DEVD-Rh110 fluorescence. inhibition, % at 20 µM. 330,000 tested, 0.71% active; active = inhibition of at least 40% at 20 µM;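 note: plate controls were DMSO wells for no effect and DEVD-CHO caspase inhibitor wells for full effect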
Target sequence (O14727 whole entry, looked up): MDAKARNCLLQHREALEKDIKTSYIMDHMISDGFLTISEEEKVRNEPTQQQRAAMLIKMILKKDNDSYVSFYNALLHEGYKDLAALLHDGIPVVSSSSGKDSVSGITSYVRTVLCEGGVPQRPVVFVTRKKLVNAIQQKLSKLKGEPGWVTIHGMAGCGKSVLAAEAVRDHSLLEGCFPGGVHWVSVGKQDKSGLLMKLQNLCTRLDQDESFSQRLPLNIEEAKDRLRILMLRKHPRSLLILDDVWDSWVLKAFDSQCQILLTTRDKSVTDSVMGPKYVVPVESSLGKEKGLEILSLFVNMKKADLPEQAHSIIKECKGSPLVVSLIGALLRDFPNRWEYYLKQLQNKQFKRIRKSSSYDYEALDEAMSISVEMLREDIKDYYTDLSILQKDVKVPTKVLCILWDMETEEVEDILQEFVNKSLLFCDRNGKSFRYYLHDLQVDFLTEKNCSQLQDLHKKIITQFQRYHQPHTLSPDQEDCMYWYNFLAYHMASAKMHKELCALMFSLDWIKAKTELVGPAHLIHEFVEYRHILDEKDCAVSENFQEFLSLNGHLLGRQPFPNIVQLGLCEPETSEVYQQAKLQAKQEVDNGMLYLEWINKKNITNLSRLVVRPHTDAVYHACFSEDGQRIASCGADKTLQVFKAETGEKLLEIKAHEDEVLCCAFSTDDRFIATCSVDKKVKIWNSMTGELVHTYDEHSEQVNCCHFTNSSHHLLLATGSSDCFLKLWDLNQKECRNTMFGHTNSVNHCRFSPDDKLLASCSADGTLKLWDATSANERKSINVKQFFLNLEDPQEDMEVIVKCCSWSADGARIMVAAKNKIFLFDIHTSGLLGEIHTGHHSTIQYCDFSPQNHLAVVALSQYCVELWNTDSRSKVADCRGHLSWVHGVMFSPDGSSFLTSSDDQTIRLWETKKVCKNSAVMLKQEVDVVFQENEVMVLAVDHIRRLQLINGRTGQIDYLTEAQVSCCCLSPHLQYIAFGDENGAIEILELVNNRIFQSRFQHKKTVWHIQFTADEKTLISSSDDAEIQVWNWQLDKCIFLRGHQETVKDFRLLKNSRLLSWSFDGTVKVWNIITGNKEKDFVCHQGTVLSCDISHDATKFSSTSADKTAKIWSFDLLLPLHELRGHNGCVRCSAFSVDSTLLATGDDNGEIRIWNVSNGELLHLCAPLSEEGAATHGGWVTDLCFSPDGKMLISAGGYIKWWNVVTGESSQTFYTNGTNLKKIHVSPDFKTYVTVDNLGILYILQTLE
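Material: reconstituted apoptosome with Apaf-1, cytochrome c, caspase-9, procaspase-3, dATP; medium: pH 7.5 Hepes buffer with CHAPS, BSA, DTT; also added: cytochrome c and DEVD-Rh110 substrate; timing: 30 min plus 50 min, RT; signal: Rh110 fluorescence intensity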
tim10-1 inh = inhibits growth of tim10-1 mutant yeast; S. cerevisiae tim10-1 ts strain growth, BacTiter-Glo, 24 h; inhibition, % at 20 µM; 330,000 tested, 2.2% active; AID 463190;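 active = inhibition of at least 40%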;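 note: mutant grown at 25 °C; 0% = DMSO wells with yeast and 100% = wells holding no yeast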
* hit, by the source's call; . = not tested or not shown; & = joins results of further samples.

Values run as follows: mIAP block	mIAP activ	hIAP block	NLRP3 yeast inh	TIM10 inh	hIAP act	ATG4B inh	Apaf1 inhib	tim10-1 inh
CCOC(=O)Nc1ccc2c(c1)nc(CN1CCCCC1)n2C
→ 6	0.94	-2	6	9	1	.	-2	8
CCCN(Cc1ccc(N(CC)CC)cc1)CC1CC1
→ 7	0.93	5	20	2	0.95	3	-6	-20
CC1c2cccn2CCN1S(=O)(=O)c1ccc(F)cc1 (stereo not given)
→ -8	1.1	16	4	-5	0.84	1	2	1
COCCn1nnnc1C1(N(Cc2cc3cc(C)ccc3[nH]c2=O)CC2CCCO2)CCN(C)CC1 (stereo not given)
→ -2	1	13	20	16	0.87	-3	-4	4
COc1ccccc1N(CC(=O)Nc1ccccc1C(=O)NC(C)C)S(C)(=O)=O
→ -2	1	-5	7	1	1	-15	0	4
O=C(C(Sc1ccccc1)c1ccc(Br)cc1)N1CCOCC1 (stereo not given)
→ 0	1	15	-5	30	0.85	5	0	26
CC(C)C(=O)NC(c1ccc([N+](=O)[O-])cc1)c1c(O)ccc2ccccc12 (stereo not given)
→ 2	0.98	8	15	-4	0.92	6	18	13
C(#Cc1ccccc1)CN1CCN(c2ccccn2)CC1
→ 6	0.94	5	24	19	0.95	-12&-13	1	14
O=C(/C=C/c1ccccc1)Nc1ccc2c(c1)OCCO2
→ 3	0.97	-6	49	46*	1.1	-4	9	29
CSc1ncccc1C(=O)OCC(=O)NCc1ccccc1
→ -12	1.1	1	12	3	0.99	-3	2	-14
N#C/C(=C\c1coc2ccccc2c1=O)C(N)=S
→ 8	0.92	6	0	-5	0.94	6	-2	7
CC(C)c1cccc(C(C)C)c1NC(=O)CN(C)C1CCS(=O)(=O)C1 (stereo not given)
→ -6	1.1	17	14	-4	0.83	-4	-6	5
OCCCc1nc2ccccc2[nH]1
→ 0	1	-7	-1	-1	1.1	0	-6	-1
O=C(CSc1nnc(C2COc3ccccc3O2)o1)Nc1nccs1 (stereo not given)
→ 16	0.84	-9	7	-27	1.1	-2	-9	-16
CC(C)CCNC(=O)C1(c2cccs2)CCOCC1
→ -6	1.1	-9	-14	-7	1.1	2	-13	1
C[C@H](CO)N1C[C@H](C)[C@@H](CN(C)C(=O)Nc2ccc(C(F)(F)F)cc2)Oc2ccc(NC(=O)Nc3ccc4c(c3)OCO4)cc2C1=O
→ -138	2.4*	7	5	8	0.93	.	8	4
Cc1ccc(NC(=S)NNc2ccc(C(=O)O)cc2[N+](=O)[O-])cc1C
→ 19	0.81	-2	22	17	1	-2	-15	25
Cc1ccccc1OCCC(=O)OCC(=O)Nc1c(F)cccc1F
→ 6	0.94	-2	-4	6	1	-8	9	10
CNNC(=O)C(C)NC(=O)c1ccc(Br)cc1 (stereo not given)
→ 2	0.98	9	-6	15	0.91	1	2	-16
Cc1cccc(NC(=O)c2ccc([N+](=O)[O-])cc2Cl)n1
→ -6	1.1	-24	14	10	1.2	5	12	10
CC(C)OC(=O)c1c2c(n3ccccc13)C(=O)c1ccccc1C2=O
→ 1	0.99	19	20	5	0.81	-10	25	20
CC1CCCN(C(=O)c2ccc3c(c2)OCO3)C1 (stereo not given)
→ -2	1	-13	5	5	1.1	6	2	1
CCc1nnc(NC(=O)CN2CCCC(C)C2)s1 (stereo not given)
→ -2	1	4	4	-9	0.96	0	-13	9
CNC(=O)c1nc(C)n(-c2ccc(Cl)cc2Cl)n1
→ 9	0.91	6	-5	6	0.94	-2	-5	1
COC(=O)Cn1c2ccc(C)cc2c2nc(C)sc21
→ 6	0.94	-2	-14	-3	1	-5	1	26
Cc1ccc(NS(=O)(=O)c2ccc(C(=O)N3CCC3)cc2)cc1
→ 4	0.96	10	23	5	0.9	-4	7	8
C[C@@H]([C@@H](O)c1ccccc1)N(C)C(=O)C(N)Cc1ccccc1 (stereo not given in full)
→ -6	1.1	-1	-2	-12	1	-2	7	2
CSCC[C@H](NC(=O)N1CCn2c1nc1ccccc12)C(=O)N1CCCCC1
→ 0	1	-17	8	1	1.2	8	2	1
Cc1cc(C)cc(NC2=C(N)C(=O)c3ccccc3C2=O)c1
→ 12	0.88	2	17	25	0.98	3	74*	30
Cc1nc2c(-c3ccccc3)c(C)[nH]n2c(=O)c1Cl
→ 7	0.93	-22	9	-5	1.2	-4	4	2
CC(=O)C[C@@H](O)CC(=O)[C@@H]1OC(=O)[C@@H](C)C/C=C\Cc2ccccc21
→ 8	0.92	10	0	7	0.9	.	-13	8
COCCn1c(N2CCN(c3ccccc3)CC2)nc2c1c(=O)n(C)c(=O)n2C
→ 9	0.91	-6	27	-2	1.1	-4	-19	6
Cc1ccc(C(=O)N2CCN(c3cccc(Cl)c3)CC2)cc1C
→ -6	1.1	5	-16	34	0.95	-4	-1	50*
CCSC1=N/C(=C\c2ccc(C)s2)C(=O)S1
→ 15	0.85	32	-1	-16	0.68	13	5	8
CC(=O)c1c(C)[nH]c(C(=O)CSc2nc3ccc(C)cc3[nH]2)c1C
→ 9	0.91	-8	5	1	1.1	-22	13	-12
Cc1onc(-c2c(F)cccc2Cl)c1C(=O)NNC(=O)C1CCN(Cc2cccc(F)c2)CC1
→ 2	0.98	-12	10	0	1.1	0	-10	2
N#CCCn1nc(-c2ccccc2)cc1Nc1ccccc1NC(=O)C(F)(F)F
→ -11	1.1	-5	4	-2	1	11	2	9
CC(=O)Oc1cccc(C(=O)Nc2ccc(NC(=O)c3cccs3)cc2)c1
→ -1	1	-25	15	6	1.3	-6	4	-2
CCc1nc(SCC(=O)c2ccccc2)c2c(=O)n(C)c(=O)n(C)c2n1
→ 0	1	-3	23	5	1	27	13	-10
O=C(Cn1cnc(Cl)c1Cl)c1ccccc1
→ 5	0.95	-26	4	-11	1.3	7	-15	6
COC(=O)c1ccc(NC(=O)CSc2ccccc2)cc1
→ 0	0.99	12	23	0	0.88	5	15	-5
C#CCOCCOCCOCCNc1nc(N2CCN(C(=O)[C@H](CCC(=O)O)n3cc(C(N)Cc4ccc(O)cc4)nn3)CC2)nc(N2CCN(C(=O)[C@H](CCC(=O)O)n3cc(C(N)[C@H](C)CC)nn3)CC2)n1 (stereo not given in full)
→ -9	1.1	-8	15	1	1.1	-7	10	-6
CC1(C)C(c2ccccc2)=[N+]([O-])CN1O
→ 2	0.98	9	-9	-2	0.91	-1	-18	-2
CCC1CCCCN1CCNS(=O)(=O)c1ccc2c(c1)oc(=O)n2C (stereo not given)
→ 0	1	11	7	2	0.89	-3	3	-3
CSc1nc2ccc(S(=O)(=O)NC3CCCCC3)cc2s1
→ -4	1	2	17	-109	0.98	0	16	-13
COc1ccc(C(NC(=O)c2ccc(F)cc2)c2ccccc2)cc1 (stereo not given)
→ 2	0.98	1	12	8	0.99	-1	11	-5
COc1ccc(O)c(C(=O)c2cnn(C(=O)c3cccc(S(=O)(=O)N4CCOCC4)c3)c2)c1
→ -1	1	-24	19	4	1.2	-1	-5	25
COc1cccc(CC(NC(C)=O)C(=O)NC2CCN(c3nnnn3-c3ccccc3)CC2)c1 (stereo not given)
→ 7	0.93	15	11	-4	0.85	-5	0	5
CCOc1ccc(NC(=O)COc2ccc(C(=O)NCCc3ccccc3)cc2)cc1
→ 0	1	-23	9	-6	1.2	-2	-9	0
CCOC(=O)Cc1c(C)nc(Cc2ccc(OC(C)C)cc2)[nH]c1=O
→ 2	0.98	-7	-5	4	1.1	-5	-27	6
CCc1nc(C)cn1S(=O)(=O)c1ccc(Br)cc1
→ 1	0.99	-8	15	7	1.1	0	3	18
O=C(CN1CCN(c2ccccc2F)CC1)NCc1ccccc1
→ -3	1	-22	18	8	1.2	10	-2	5
COc1cc2c(cc1NC(=O)c1cccc([N+](=O)[O-])c1C)oc1ccccc12
→ 0	1	-5	27	23	1.1	5	19	30
CCc1cc2cc3c(cc2nc1SCC(=O)N1CCN(C(=O)c2ccco2)CC1)OCO3
→ 7	0.93	-40	14	1	1.4	-8	11	21
Cc1cc(C)n(-c2nc(NCCN(C)C)c3c4c(sc3n2)COC(C)(C)C4)n1
→ 12	0.88	-10	11	0	1.1	5	2	-14
CCN1CCN(S(=O)(=O)c2ccc3ccccc3c2)CC1
→ -5	1	0	3	-14	0.99	-7	2	12
COc1ccc(CC(=O)N2CCN(c3ccccc3)CC2)cc1
→ 2	0.98	15	19	1	0.85	-7	3	-4
OCCC1CN(Cc2ccc3ncccc3c2)CCN1Cc1ccccc1 (stereo not given)
→ 6	0.94	1	15	-2	0.99	-5	-247	6
CCCCCCn1c(N2CCN(c3ccccc3)CC2)nc2c1c(=O)n(C)c(=O)n2C
→ -3	1	-1	19	30	1	0	24	31
CS(=O)(=O)NCCNc1cc(Cl)ccc1[N+](=O)[O-]
→ 4	0.96	7	14	5	0.93	2	-1	1
Cc1ccc(C(=O)N2CCN(c3ccc([N+](=O)[O-])c(N4CCOCC4)c3)CC2)cc1
→ 7	0.93	5	8	0	0.95	-11	15	12
Cn1c(C(=O)Nc2ccc(Cl)cc2)cc2cc(Cl)ccc21
→ 1	0.99	10	18	-10	0.91	8	-13	0

Compound profiles, as listed above. Order of values: mIAP block | mIAP activ | hIAP block | NLRP3 yeast inh | TIM10 inh | hIAP act | ATG4B inh | Apaf1 inhib | tim10-1 inh
`C(#Cc1ccccc1)CN1CCN(c2ccccn2)CC1` in the list: 6 | 0.94 | 5 | 24 | 19 | 0.95 | -12&-13 | 1 | 14
`CC(C)C(=O)NC(c1ccc([N+](=O)[O-])cc1)c1c(O)ccc2ccccc12` (stereo not given) in the list: 2 | 0.98 | 8 | 15 | -4 | 0.92 | 6 | 18 | 13
